# Source: PubChem
# GRK2 aptamer HTS – inhibitors of human GRK2 displacing RNA aptamer; bead flow cytometry, FAM-aptamer displacement from GRK2; inhibition of aptamer binding, % at 10 µM; hit rate 0.59% among 330,000;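 active means inhibition of aptamer binding above 40%, roughly 3 SD of noise, on plates passing a quality check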;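 further: median bead fluorescence of bound FAM aptamer so fluorescent compounds give negative values; no value below 0 was filed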
# MEP2 TOR yeast – modulators of TOR pathway MEP2-GFP in S. cerevisiae; S. cerevisiae MEP2-GFP strain, flow cytometry GFP, 3 h; 100% = DMSO control level; GFP response vs DMSO, % at 10 µM; hit rate 0.51% among 330,000; AID 2016;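 active means GFP response versus DMSO above a set limit, roughly screen mean plus 3 SD, cut at about 180% in these data; inconclusive means fewer than 70 cells counted for a yeast strain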;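 further: median GFP fluorescence of the barcode-gated MEP2-GFP cells per well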
# RPL19A TOR yeast – yeast TOR pathway RPL19A-GFP modulation | hit rate 0.3% among 330,000 | S. cerevisiae RPL19A-GFP strain, flow cytometry, 3 h; hits give low values | percent response vs DMSO, % at 10 µM | AID 2025;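 active means percent response vs DMSO below 50%; inconclusive means fewer than 70 events counted for the yeast strain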;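 further: median channel GFP fluorescence of the barcoded RPL19A-GFP strain; ratio of sample median GFP to plate DMSO average so 100% = DMSO; lower means less RPL19A-GFP as with rapamycin TOR inhibition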
# VLA-4 inh – inhibition in a human VLA-4 binding assay | VLA-4 expressing cells, ligand binding flow cytometry | hit rate 0.2% among 330,000 | AID 2557 | P13612 | inhibition, % (about 7 µM as worked out from the volumes in the protocol); in the data active means inhibition above about 50%
# Target sequence (P13612 whole entry, looked up): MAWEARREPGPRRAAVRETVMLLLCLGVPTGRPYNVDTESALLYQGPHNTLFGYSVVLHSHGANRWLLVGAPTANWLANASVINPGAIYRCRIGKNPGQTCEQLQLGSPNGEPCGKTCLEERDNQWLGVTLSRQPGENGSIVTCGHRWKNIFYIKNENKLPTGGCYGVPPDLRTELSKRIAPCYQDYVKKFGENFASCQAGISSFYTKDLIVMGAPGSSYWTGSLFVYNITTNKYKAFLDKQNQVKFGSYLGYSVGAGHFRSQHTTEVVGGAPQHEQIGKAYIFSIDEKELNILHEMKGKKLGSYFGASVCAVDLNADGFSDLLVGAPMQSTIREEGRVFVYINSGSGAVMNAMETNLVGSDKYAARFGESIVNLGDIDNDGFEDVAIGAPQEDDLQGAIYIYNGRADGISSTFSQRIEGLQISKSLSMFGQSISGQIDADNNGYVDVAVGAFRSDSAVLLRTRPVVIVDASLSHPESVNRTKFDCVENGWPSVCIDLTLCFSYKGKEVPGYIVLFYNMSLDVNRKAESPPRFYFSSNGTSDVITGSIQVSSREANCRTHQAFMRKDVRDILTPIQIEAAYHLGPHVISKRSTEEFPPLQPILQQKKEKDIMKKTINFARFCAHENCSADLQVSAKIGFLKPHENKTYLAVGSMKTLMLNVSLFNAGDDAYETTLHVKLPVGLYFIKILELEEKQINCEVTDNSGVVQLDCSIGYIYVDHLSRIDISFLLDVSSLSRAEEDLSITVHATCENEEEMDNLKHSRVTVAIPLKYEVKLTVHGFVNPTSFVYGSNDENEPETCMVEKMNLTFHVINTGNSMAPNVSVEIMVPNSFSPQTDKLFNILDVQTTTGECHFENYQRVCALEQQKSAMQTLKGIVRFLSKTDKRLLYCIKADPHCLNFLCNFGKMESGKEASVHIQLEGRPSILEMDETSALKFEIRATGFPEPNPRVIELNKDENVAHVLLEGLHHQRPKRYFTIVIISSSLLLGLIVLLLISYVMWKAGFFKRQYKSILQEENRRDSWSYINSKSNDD
# LAP4-GFP MLPCN – modulators of TOR pathway LAP4-GFP in S. cerevisiae. S. cerevisiae LAP4-GFP multiplex, flow cytometry GFP, 3 h; median GFP as percent of DMSO wells. GFP response vs DMSO, % at 10 µM. hit rate 0.34% among 320,000;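 active means GFP response vs DMSO above a set limit, about the screen mean plus 3 SD, cut at about 150% in these data; inconclusive means under 70 cell events counted for the yeast strain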
# AGP1 TOR yeast – yeast TOR pathway AGP1-GFP modulation; S. cerevisiae AGP1-GFP multiplex flow cytometry, 3 h; GFP as percent of DMSO wells; GFP response vs DMSO, % at 10 µM; hit rate 0.02% among 320,000;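 active means GFP response relative to DMSO above a set limit, near screen average plus 3 SD, cut at about 150% in these data; inconclusive means fewer than 70 cells counted for the yeast strain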;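 further: median GFP channel fluorescence of the gated AGP1 strain per well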
# Yeast superoxide – lowers age-related superoxide in aged yeast cells; hit rate 0.18% among 330,000; superoxide response (% of plate mean), % at 10 µM; S. cerevisiae aged cells, superoxide DHE fluorescence; hits give low values;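 active means superoxide response under a set limit, about three screen SD below normal, cut at about 65% in these data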;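 further: yeast aged for seven days with compound at 30 °C before DHE staining; 100% = average MFI of all compound-treated wells on the plate with controls excluded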
# CIT2 TOR yeast – modulators of TOR pathway CIT2-GFP in S. cerevisiae; AID 2029; GFP response vs DMSO, % at 10 µM; hit rate 0.065% among 320,000; S. cerevisiae CIT2-GFP strain, flow cytometry, 3 h; 100 means same as DMSO wells;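 active means GFP response relative to DMSO above a set limit, near the screen mean plus 3 SD, cut at about 150% in these data; inconclusive means Fewer than 70 cells measured for a yeast strain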;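 further: ratio of well median GFP fluorescence to mean of DMSO wells on the plate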
# * = called active by the depositor; u = inconclusive; x = not tested or not shown; [ ] = remark or other dose.
# Below each compound: GRK2 aptamer HTS	MEP2 TOR yeast	RPL19A TOR yeast	VLA-4 inh	LAP4-GFP MLPCN	AGP1 TOR yeast	Yeast superoxide	CIT2 TOR yeast
> CCc1nc(SCc2ccccn2)[nH]c(=O)c1C
→ 0	95	89	0	92	91	108	72
> CC1CCc2c(sc(NC(=O)c3c([N+](=O)[O-])cnn3C)c2C(N)=O)C1 (stereo unspecified)
→ 2	92	101	-7	64	89	107	91
> Cc1cccc2sc(NC(=O)c3ccc(NS(=O)(=O)c4cccs4)cc3)nc12
→ 4	106	106	-12	96	105	95	109
> COC(=O)C1CCN(c2cc(=O)n(-c3ccc(OC)cc3)c(=O)[nH]2)CC1
→ 3	100	98	0	102	95	108	94
> COc1ccc(NC(=O)CSc2cc(C(=O)c3nccn3C)c3ccccc3n2)cc1
→ 2	104	93	1	107	100	118	97
> COC(=O)c1cn(Cc2ccccc2C)nn1
→ 1	100	100	-1	91	102	106	107
> CC1=CC(C)(C)NC(=S)N1c1cccc2ccccc12
→ 0	101	95	1	100	95	94	93
> Cc1ccc(S(=O)(=O)N2CC(O)CC2C(=O)NCc2ccc3c(c2)OCO3)cc1 (stereo unspecified)
→ 0	108	102	13	102	116	108	112
> Cn1c(=O)oc2cc(S(=O)(=O)N3CCC(C(=O)N4CCN(c5ccccc5)CC4)CC3)ccc21
→ 0	92	102	21	92	101	87	107
> Brc1ccc(/C=N/N2CCN(C3c4ccccc4-c4ccccc43)CC2)s1
→ 0	97	101	18	107	107	97	96
> CC(C)c1ccc(NC(=O)COC(=O)C2CC3C=CC2C3)cc1 (stereo unspecified)
→ 3	102	98	11	105	101	89	106
> Cc1ccc(S(=O)(=O)NCc2ccc(C(=O)NC3CCC(C)CC3)cc2)cc1 (stereo unspecified)
→ 4	92	97	7	87	98	118	96
> Cc1c2cnn(CC(=O)NCCN3CCOCC3)c(=O)c2c(C)n1Cc1ccccc1
→ 3	103	107	-14	117	101	87	97
> CCOc1ccc(NC(=S)Nc2ccc(F)cc2)cc1
→ 4	104	99	2	100	96	85	99
> CCOC(=O)c1sc(N)c(C#N)c1COC(=O)CNC(=O)c1ccccc1
→ 3	105	101	-26	101	110	88	105
> NS(=O)(=O)c1ccc(N2N=C(c3ccccc3)CC2c2cccc(F)c2)cc1 (stereo unspecified)
→ 0	99	96	14	94	82	118	86
> Cc1ccc(OCC(=O)Nc2c[nH]c(=O)[nH]c2=O)cc1C
→ 1	98	101	-7	99	103	111	102
> Fc1ccc(/C=C2\CCCC3=C2Nc2ncnn2C3c2ccc(F)cc2)cc1 (stereo unspecified)
→ 3	99	98	25	99	102	89	102
> Cc1nn(C(=O)c2ccco2)c(C)c1Br
→ 2	99	104	-5	117	93	96	99
> O=C(CCCOc1ccccc1)Nc1cccnc1
→ 0	108	100	17	99	108	96	91
> CCOC(=O)c1sc(S(C)=O)c2c1CCc1conc1-2 (stereo unspecified)
→ 1	98	98	1	x	x	107	x
> O=C(N/N=C/c1cc(Cl)cc(Cl)c1O)c1ccncc1
→ 1	103	105	6	105	103	94	112
> Nn1c(Cc2ccccc2F)nnc1SCC(=O)Nc1cccc(S(=O)(=O)NC2=NCCCCC2)c1
→ 2	101	100	19	100	102	107	105
> O=C(NNC(=S)Nc1cccc(Cl)c1)c1ccccc1
→ 2	96	100	9	100	99	91	96
> CC(=O)N1CCN(c2ccccc2NC(=O)COc2ccccc2C)CC1
→ 0	99	97	36	92	97	119	92
> O=C1CN(C(=O)CSc2nncs2)c2ccccc2N1
→ 0	101	105	-4	92	102	112	100
> Cn1c(=O)oc2cc(S(=O)(=O)NCCC(=O)NC3CCCC3)ccc21
→ 5	107	103	-6	107	109	88	96
> CCSc1nc(-c2cccs2)nc2ccccc12
→ 3	101	103	11	103	95	123	99
> Cc1n[nH]c(=O)c2c(NC(=O)CSc3nnnn3-c3ccccc3)oc(C)c12
→ 0	105	100	21	101	104	92	108
> O=C(NNc1cccc(Cl)n1)Nc1ccccc1F
→ 3	103	114	3	102	99	100	101
> O=C(Nc1c2c(nn1-c1ccc(Cl)cc1)CS(=O)(=O)C2)c1ccccc1
→ 0	96	103	-5	100	121	91	105
> COc1ccc(CC(=O)NCc2ccccn2)cc1OC
→ 9	269*	61	0	93	29	95	110
> Cn1c(N)c(C(=O)COC(=O)c2ccccn2)c(=O)n(C)c1=O
→ 2	96	99	-11	103	108	91	110
> CCCCc1c(O)nc(SCC(=O)c2ccccc2)n(-c2ccccc2)c1=O
→ 0	102	101	-1	x	x	102	x
> Cc1ccc(-c2cc(C(=O)N3CCCC3)c3ccccc3n2)s1
→ 4	91	94	-36	104	100	101	103
> CCCCc1cc(=O)oc2cc(C)cc(OCC(=O)Nc3ccccn3)c12
→ 0	100	98	-13	92	99	91	106
> N#Cc1ccsc1NC(=O)CN1C(=O)NC2(CCCCC2)C1=O
→ 0	104	111	-4	98	99	99	106
> COc1cccc(/C=N/NC(N)=S)c1OS(=O)(=O)c1ccccc1
→ 4	106	101	0	104	102	105	95
> O=C(NCc1ccco1)/C(=C\c1cccs1)NC(=O)c1ccco1
→ 1	105	106	2	91	101	94	104
> O=C(NCCc1csc(-c2ccccc2)n1)c1ccccc1F
→ 0	93	97	14	120	95	102	83
> Brc1ccc2nc(N3CCN(c4ccccc4)CC3)sc2c1
→ 0	99	98	-6	98	98	104	98
> O=C(N[C@H]1CCCCNC1=O)c1cc(COc2ccc(F)cc2F)on1
→ 4	101	98	12	90	100	92	104
> Cc1ccccc1NC(=O)c1cc([N+](=O)[O-])ccc1NCCN1C(=O)CCC1=O
→ 0	102	107	8	96	100	88	79
> Cc1cc(C)nc(NC(=O)Nc2ccc3c(c2)OCO3)c1
→ 0	100	99	-7	93	102	82	103
> O=C(/C=C/c1ccccc1)Nc1cccnc1Cl
→ 0	99	96	5	100	92	88	93
> CCOc1ccc(C(=O)OCn2nnc3ccccc3c2=O)cc1OC
→ 0	97	93	5	88	102	88	105
> CCC(=O)N1CCN(c2ccccc2NC(=O)COc2cc(C)ccc2C(C)C)CC1
→ 5	93	115	36	79	83	99	80
> O=C(Cn1cc(C(F)(F)F)ccc1=O)N/N=C/c1cccc(Cl)c1
→ 0	111	110	5	102	98	131	103
> CN(C(=O)CC1C(=O)NCCN1CC(c1ccccc1)c1ccccc1)C(C1CC1)C1CC1 (stereo unspecified)
→ 2	107	102	2	100	109	102	102
> Cc1cc(C)n2nc(-c3cccc(Br)c3)cc2n1
→ x	97	100	-5	96	90	101	102
> O=C(CSc1n[nH]c(-c2cccnc2)n1)Nc1ccc(Cl)cc1
→ 0	105	97	10	95	98	104	94
> COc1ccc(OC)c(NC(=O)CSc2nc3scc(C)c3c(=O)[nH]2)c1
→ 2	100	99	-1	94	98	100	95
> CCOn1c(=O)c(-c2ccc(C)cc2)[n+]([O-])c2ccccc21
→ 15	102	102	14	117	112	111	111
> CCN(CC(=O)NCc1cccs1)C(=O)/C=C/c1cc(OC)ccc1OC
→ 1	106	102	2	111	102	112	105
> CN1CCSc2ccc(C(=O)Nc3cc(F)ccc3F)cc21
→ 0	96	97	8	130	94	84	79
> COCCN(CC(=O)Nc1cccc(C)c1C)C(=O)c1cc2c(s1)CCC2
→ 21	88	86	44	76	u	95	93
> Cc1ccccc1NS(=O)(=O)c1ccc(N2CCCC2=O)cc1
→ 3	106	98	11	101	56	86	91
> Cc1c(NC(=S)NCc2ccc(F)cc2)cccc1[N+](=O)[O-]
→ 1	108	104	-11	103	111	95	105
> CC1(C)OC(=O)C(=CNc2cccc(C(=O)O)c2)C(=O)O1
→ 0	102	99	9	100	99	106	91
> NC1=NC[C@H](Cc2ccc(O)cc2)N1CCc1cccc(F)c1
→ 1	103	104	34	96	111	98	102

# Further entries:
# Below each compound: GRK2 aptamer HTS	MEP2 TOR yeast	RPL19A TOR yeast	VLA-4 inh	LAP4-GFP MLPCN	AGP1 TOR yeast	Yeast superoxide	CIT2 TOR yeast
> O=C1N/C(=N\S(=O)(=O)c2ccccc2)S/C1=C\c1cc([N+](=O)[O-])ccc1O
→ 0	98	99	-1	98	106	107	107
> CN1c2ccsc2C(=O)/C(=C\Nc2cccc(C(F)(F)F)c2)S1(=O)=O
→ 0	97	104	0	117	116	127	116
> CCCNS(=O)(=O)c1cccc(C(=O)NNC(=O)c2cc(C)oc2C)c1
→ 14	99	94	-4	94	96	124	101
> CCOc1ccc(Nc2nc3ccccc3n2C)cc1
→ 0	107	104	26	103	102	94	102
> O=C(Nc1nonc1NC(=O)C1CCCCC1)C1CCCCC1
→ 2	99	102	10	100	102	97	102
> CC(=O)Nc1ccc(-n2c(C)nc(=O)c(-c3ccccc3)c2C)cc1
→ 2	94	98	12	100	103	92	95
> COc1cc(NC(=O)C2CCN(S(=O)(=O)c3cccs3)CC2)cc(OC)c1
→ 4	94	92	11	93	93	124	86
> O=C(NCCCN1CCOCC1)c1onc(CSc2ccncc2)c1C(=O)NCCCN1CCOCC1
→ 1	97	100	14	128	83	89	73
> Cc1nc(NC(=O)/C=C/c2ccc(Cl)cc2Cl)sc1C(=O)N(C)C
→ 0	112	99	14	94	93	116	98
> CCCCN1C(=O)C(O)=C(C(C)=O)C1c1ccccc1 (stereo unspecified)
→ 0	103	95	0	102	98	94	96
> CN1CC(=O)N2[C@H](c3ccc4c(c3)OCO4)c3[nH]c4ccccc4c3C[C@@H]2C1=O
→ 3	94	98	-3	108	85	112	84
> Cc1cccc(Cn2c(SCC(=O)Nc3ccccc3)nc3c2c(=O)[nH]c(=O)n3C)c1
→ 0	94	95	1	91	93	101	92
> COc1cccc(NC(=O)Cn2c(CCC(=O)O)ccc2-c2cccs2)c1
→ 0	98	92	1	106	95	94	84
> CCOc1ccc2ccccc2c1/C=N/NC(=O)c1ccncc1
→ 0	101	104	1	87	97	91	100
> COc1cccc(C(=O)c2cc3ccc(O)cc3oc2=O)c1
→ 0	112	97	4	121	103	92	80
> Nc1cc(N)cc(C(=O)Nc2ccc3c(c2)C(=O)NC3=O)c1
→ 3	103	103	4	89	97	82	102
> CCOC(=S)SCC(=O)Nc1nccs1
→ 1	95	97	0	107	99	100	98
> CCN(CC(=O)Nc1ccc(NC(C)=O)cc1)C(=O)C1COc2ccccc2O1 (stereo unspecified)
→ 3	103[may fluoresce green]	104[may fluoresce green]	-13	94[may fluoresce green]	102[may fluoresce green]	98	107[may fluoresce green]
> CN1CCN(c2nc3c(c(=O)[nH]c(=O)n3C)n2CCCSc2nnnn2-c2ccccc2)CC1
→ 2	90	91	3	110	101	93	90
> C/C(=N\N(c1ccccc1)c1ccccc1)c1ccco1
→ 0	93	105	-3	93	94	88	100
> CC1Cc2ccccc2N1S(=O)(=O)c1cccc(C(=O)NCCCn2ccnc2)c1 (stereo unspecified)
→ 5	94	97	-5	100	103	96	88
> O=C(NNc1c(Cl)cccc1Cl)c1c(F)cccc1Cl
→ 0	98	97	9	111	105	107	89
> C[C@H](O)[C@@H](C(=O)N1CCN(C(=O)OC(C)(C)C)CC1)n1cc(CCCCNC(=O)OC(C)(C)C)nn1
→ 2	99	101	34	127	92	106	111
> CN(C1CCCCC1)S(=O)(=O)c1ccc(-n2cnnn2)cc1
→ 1	111	108	9	103	115	96	100
> Cc1ccc(-n2c3c(cc(C(=O)NCc4ccco4)c2=O)C(=O)CCC3)cc1
→ 0	113	114	7	102	110	101	118
> COc1ccc(/C=N/NC(=O)c2nn(C)cc2Br)cc1CSCc1ccco1
→ 1	92	99	5	100	95	90	99
> C[N+](C)(C)CCOC(N)=O
→ 0	99	97	0	101	82	106	75
> CCN1C(=O)[C@@H]2[C@@H](c3ccc(SC4CCCCC4)c(OC)c3)N3CCCC[C@@]3(C(=O)OC)[C@@H]2C1=O
→ 0	105	105	-7	106	109	86	114
> O=C(COC(=O)Cc1ccccc1F)Nc1ccc(SC(F)F)cc1
→ 0	96	102	-3	95	90	90	105
